From PubChem
Pf gametocyte: inhibitors of late stage P. falciparum gametocyte viability; P. falciparum stage V gametocytes, ATP luminescence, 24 h; inhibition, % at 10.9 µM; 0.065% of 150,000 active; AID 743093;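 active = inhibition above the mean plus 3 SD of compounds within the control limits, set per campaign, cut at about 38% in these data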;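 note: 0% = DMSO wells and 100% = medium only without gametocytes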
Numbers without * were called inactive. This is a subset; the hit share may differ from the screen's.

SMILES	Pf gametocyte
COC(=O)COc1ccc(NC(=O)C(c2ccccc2)c2ccccc2)cc1	-25
C#CCNC(=O)C1=C[C@H](C)C[C@H](OCc2ccc(CO)cc2)O1	4
COc1ccc(CCNC(=O)C2CCN(S(=O)(=O)c3ccc(OC)cc3)CC2)cc1	6
O=C(c1ccco1)N1CCN(C(=O)c2cc(-c3ccncc3)nc3ccc(Br)cc23)CC1	-1
COc1ccc(C2C3=C(CCCC3=O)N(CC(=O)O)C3=C2C(=O)CCC3)cc1Cl	1
CCN(CC)CCCNC(=S)N1CCN(c2nc3ccccc3n2CC)CC1	3
COc1cc(OC)cc(-c2oc(=O)c3cc(OC)c(OC)cc3c2C(F)(F)F)c1	11
CCCc1c(O)nc(SC2CC(=O)N(c3ccc(C)c(Cl)c3)C2=O)[nH]c1=O (stereo unspecified)	-21
Cc1ccc(NC(=O)CN2CCN(Cc3ccccc3)CC2)cc1Cl	6
Nc1cnnc(N/N=C\c2ccccc2)c1Cl	-2
O=C1[C@H]2[C@@H](/C=C/c3ccccc3)N3C(=O)CN(CCO)C(=O)[C@@]3(Cc3ccccc3)[C@H]2C(=O)N1c1ccccc1	15
COc1cccc(OC)c1C(=O)Nc1cccc2c1CCCC2	-3
COc1ccc(CCNC(=O)c2c(O)c3ccccc3[nH]c2=O)cc1	16
CCOc1ccccc1NC(=O)C(C)SCc1ccccc1 (stereo unspecified)	-14
Cc1cc(C)c2c(CC(=O)N3CCCC3)coc2c1	5

Brought forward from above: 3 entries, followed by the next part.
SMILES	Pf gametocyte
COc1ccc(CCNC(=O)c2c(O)c3ccccc3[nH]c2=O)cc1	16
CCOc1ccccc1NC(=O)C(C)SCc1ccccc1 (stereo unspecified)	-14
Cc1cc(C)c2c(CC(=O)N3CCCC3)coc2c1	5
Cc1cc(C)n(CC(=O)NCc2ccccc2)c(=O)c1C#N	18
COCCn1c(-c2ccc(C)cc2)nc2c(c(=O)c3ccccc3n2C)c1=O	-9
O=C(CSc1nc2ccccc2o1)Nc1nc2c(s1)CCCC2	-4
CC(=O)NC1CC2CCCC(C1)N2C(=O)Nc1cccc(C(C)=O)c1 (stereo unspecified)	-2
CCCC(=O)Nc1cccc(Oc2ccc3c(c2)C(=O)NC3=O)c1	-5
Cc1ccc(C(=O)NCCC(=O)Nc2ccccc2C)cc1	-3
CCn1c(N2CCN(S(=O)(=O)c3ccc(OC)cc3)CC2)nc2ccccc21	-33
Cc1ccccc1C(=O)Nc1ccc2c(c1)OCCO2	-6
CC(=O)Oc1c(-c2ccc(Br)o2)oc2ccccc2c1=O	-15
Nc1ccc(C(=O)NC23CC4CC(CC(C4)C2)C3)cc1	17
CCNS(=O)(=O)c1ccc(CCC(=O)Nc2ccc3c(c2)OCO3)cc1	23
CCS(=O)(=O)c1ncc(Cl)c(C(=O)Nc2ccc(C)cc2)n1	9
CCOC(=O)C(CCSC)Nc1nc(Cl)nc(Nc2ccc(Cl)cc2)n1 (stereo unspecified)	6
CCCn1c(C(C)Nc2nc(-c3ccc(OC)cc3)cs2)nc2ccccc21 (stereo unspecified)	-19
Cn1c(=O)[nH]c(=O)c2c1nc(SCc1ccccc1Cl)n2CC(N)=O	-2
CCN(CC)CCCN(C(=O)c1ccccc1F)c1nc(-c2ccc(OC)cc2)cs1	2
Cc1ccccc1C(N)c1ccncc1 (stereo unspecified)	9
Cc1cc(CN2CCCC(N3CCc4ccccc4C3)C2)cc(C)c1O (stereo unspecified)	-26
O=C(NCc1ccc(Cl)cc1)c1cc2ccccc2oc1=O	-39
COc1cc(NC(=O)C2CC(c3c(F)cccc3Cl)=NO2)cc(OC)c1OC (stereo unspecified)	3
CNS(=O)(=O)c1ccc2c(c1)C(=O)c1cc(S(=O)(=O)NC)ccc1CC2	20
CCCc1ccc(OCC(O)CN2CCN(CCO)CC2)cc1 (stereo unspecified)	-22
COc1c(Cl)cc(C(=O)NCc2ccco2)cc1Cl	2
CC(=O)N1CCN(c2ccc(NCc3cccc(C)c3)cc2)CC1	12
COc1ccc2c3n([n+]([O-])c2c1)CCN=C3c1ccc(Cl)cc1	10
Cc1nc2ccc(C(=O)Nc3ccc(N(C)C)cc3)cc2s1	8
Cc1ccc(Cl)c(Cn2cnc3c(cnn3C(C)(C)C)c2=O)c1F	7
COc1ccc(O)c(-c2nc(N)nc(N)n2)c1	20
CC(C)(O)c1[nH]c2ccc(C#N)cc2c1C(C)(C)O	13
COc1ccc(S(=O)(=O)N(C)C)cc1NCC(=O)Nc1cccc2ccccc12	2
O=C(Nc1ccc(OC(F)(F)C(F)F)c(NC(=O)c2ccc(F)cc2)c1)c1ccc(F)cc1	5
c1cc[n+](CCCC[n+]2ccccc2)cc1	11
CN(C)C(=O)c1cccc(-c2csc(N3CCC(C(N)=O)CC3)n2)c1	31
CNC(=S)N(CCCN(C)C)Cc1cc2cc3c(cc2[nH]c1=O)OCCO3	-7
CN(C)CCN(CC1CCCN(Cc2ccccc2F)C1)C(=O)c1ccc(F)cc1 (stereo unspecified)	-7
Clc1ccccc1CNCC1CCCO1 (stereo unspecified)	9
CC[C@H](C)Cc1cn([C@@H](CCCN=C(N)N)C(=O)NCCCCCCCCCCC(=O)N2CCNCC2)nn1	-13
C/C(=C\c1ccc(Cl)cc1)C(=O)c1c(C)cc(C)[nH]c1=O	-7
COC(=O)[C@@]12CCCN1[C@H](c1ccc(-c3ccc(C(C)=O)cc3)c(OC)c1)[C@H]1C(=O)N(C)C(=O)[C@H]12	1
CC(C)Cc1nc(Nc2ccccc2C#N)c2nnn(Cc3ccccc3)c2n1	24
COc1ccccc1CC(=O)NCCCc1ccccc1	-4
NC(=O)c1ccc(NC(=O)C#Cc2ccccc2)cc1	2
COc1ccc(C(=O)N2CCCN(C)CC2)c(OC)c1	-14
C=CCc1ccc(OCC(O)CN2CCc3ccccc3C2)c(OC)c1 (stereo unspecified)	-13
CCCC[C@H]1COCCS(=O)(=O)N1Cc1cccc([N+](=O)[O-])c1	6
COc1ccc(/C=N/Nc2cc(C)nc3ccc(OC)cc23)c(OC)c1	-46
COc1ccccc1CNC1CCN(Cc2ccccc2)CC1	0
CCc1ccc(Nc2n[n+](-c3ccccc3)c(-c3ccc(OC)c(Br)c3)s2)cc1	-2
O=C(CSCc1c(F)cccc1Cl)NCCc1ccccc1	0
Cc1ccc(C(C)NC(=O)c2cccs2)cc1C (stereo unspecified)	-44
COC(=O)c1c(NC(=O)c2ccccc2C(=O)O)sc2c1CCC2	-7
Cn1c(=O)oc2cc(S(=O)(=O)NCC3CCCO3)ccc21 (stereo unspecified)	5
NC(=O)c1ccc(Cn2c(C(=O)c3ccc(Cl)cc3)c3ccccc3[n+]2[O-])cc1	-12
CC1CCN(C(=O)c2ncn(C)c2C(=O)N2CCC(C)CC2)CC1	-9
Cc1ccc(N(CC(=O)N(C)Cc2ccccc2)S(C)(=O)=O)cc1C	11
COc1cc2ccccc2cc1C(=O)Nc1ccc(O)cc1	-13
CC1(C)C[C@H]2C3=CCC4[C@@]5(C)CC[C@H](O)[C@](C)(CO)C5CC[C@@]4(C)[C@]3(C)C[C@H]3O[C@@H]1[C@H](O)[C@]32CO (stereo partly specified)	11
COc1cc(/C=C/c2[nH]c(=O)[nH]c(=O)c2[N+](=O)[O-])cc(OC)c1O	17
CS(=O)(=O)N1CCC(NC(=O)Nc2ccc(OC(F)(F)F)cc2)CC1	-8
O=C(CCC(=O)Nc1ccccc1)N/N=C/c1ccncc1	-6

6 structures from above, sorted by heavy-atom count, highest first.
SMILES	Pf gametocyte
CCc1ccc(Nc2n[n+](-c3ccccc3)c(-c3ccc(OC)c(Br)c3)s2)cc1	-2
Cc1ccc(N(CC(=O)N(C)Cc2ccccc2)S(C)(=O)=O)cc1C	11
CC1CCN(C(=O)c2ncn(C)c2C(=O)N2CCC(C)CC2)CC1	-9
O=C(CSCc1c(F)cccc1Cl)NCCc1ccccc1	0
Cn1c(=O)oc2cc(S(=O)(=O)NCC3CCCO3)ccc21 (stereo unspecified)	5
Cc1ccc(C(C)NC(=O)c2cccs2)cc1C (stereo unspecified)	-44

Additional results
SMILES	Pf gametocyte
Cc1ccc(CNCc2ccc3c(c2)OCO3)c(C)c1	16
Cc1cc[n+](CC(=O)c2cccc([N+](=O)[O-])c2)c2ccccc12	-9
CCOc1cc(C2C3=C(CC(C)(C)CC3=O)N(CCOC)C3=C2C(=O)CC(C)(C)C3)ccc1O	9
COC(=O)C1=CN(Cc2ccccc2)C=C(C(=O)OC)C1c1ccc(OC)c(OC)c1	-3
c1ccc(CCNCCCOc2cccc3ccccc23)cc1	-3
O=c1nc(-c2ccccc2)c2cc(Br)ccc2[nH]1	5
CC(=O)Oc1c(Cl)cc(N(C(C)=O)S(=O)(=O)c2ccccc2)c2ccccc12	16
Cc1cc(-c2csc(Nc3ccccn3)n2)ccc1F	3
O=C(NCc1cccnc1)Nc1cccc(Cl)c1	-32
C=CC[C@H](CC(=O)N(CCO)Cc1ccccc1)C(=O)N[C@H](COC(=O)[C@@H](CC=C)Cc1ccc(F)cc1)C(C)(C)C	-17
Cn1nnnc1Sc1ncnc2scc(-c3ccccc3Br)c12	-1
CN1C(=O)/C(=C\c2ccc(N(C)C)cc2)OC1=S	-12
OC1(c2cccc(C(F)(F)F)c2)CCN(CCN2CCCCC2)CC1	23
C/C(CC(=O)Nc1ccc(C)c(Cl)c1)=N\NC(=O)c1cccc(O)c1	17
O=C1COc2ccccc2N1Cc1ccc(Cl)cc1	4

Entries shown so far that have a CF3 group (3):
SMILES	Pf gametocyte
COc1cc(OC)cc(-c2oc(=O)c3cc(OC)c(OC)cc3c2C(F)(F)F)c1	11
CS(=O)(=O)N1CCC(NC(=O)Nc2ccc(OC(F)(F)F)cc2)CC1	-8
OC1(c2cccc(C(F)(F)F)c2)CCN(CCN2CCCCC2)CC1	23

The list continues:
SMILES	Pf gametocyte
CCN(CC)C(=O)c1nc[nH]c1C(=O)N(CC)CC	-9
NC(=O)CC(NC(=O)Cc1cccc2ccccc12)c1ccc(N2CCN(c3ccccn3)CC2)c([N+](=O)[O-])c1 (stereo unspecified)	-15
Cc1cccc(C)c1OCC(=O)Nc1ccncc1	-11
Oc1c(Cl)cc(Cl)cc1CNc1nc2ccccc2[nH]1	-12
O=C(CC(NCCN1CCOCC1)C(=O)O)Nc1cccc(Cl)c1 (stereo unspecified)	-4
CN(C)CCCNc1cc(-c2ccccc2)nc2cc(-c3cccc(F)c3)nn12	-8
O=C(NCCNc1ccc([N+](=O)[O-])cc1Cl)c1ccccc1F	-21
O=C(Cc1cccc2ccccc12)NCCc1ccccc1	18
C=CCn1c(=O)[nH]c(=O)c2c(N)c(C(=O)c3ccc(OC)cc3)sc21	2
CC(C)(C)C(=O)NC1CC2CCCC(C1)N2C(=O)Nc1ccccc1 (stereo unspecified)	16
S=C(NCCc1ccccc1)NCCN1CCOCC1	0
COc1ccc(C2=NCCn3nc4cc(OC)ccc4c32)cc1	-1
Cc1cc(C)nc(NC(=S)NC(=O)c2ccccc2)n1	1
COc1ccccc1NC(=S)N1CCN(c2cccc(C)c2C)CC1	-27
Clc1cccc(OCCCCCN2CCOCC2)c1	-11
NC(=O)CC(NC(=O)Cc1ccc(Cl)cc1)c1ccc(NC2CCN(Cc3ccccc3)CC2)c([N+](=O)[O-])c1 (stereo unspecified)	18
Cc1c(NCc2cccnc2)cccc1C(=O)O	8
COc1cc(OCc2ccccc2)c(C(=O)/C=C/c2ccc3c(c2)OCO3)c(OC)c1OC	7
O=C(O)c1cc(Cl)c(Cl)cc1C(=O)N(Cc1ccccc1)Cc1ccccc1	7
CCCCCCSc1ccc([C@H]2N[C@@](Cc3ccccc3)(C(=O)OC)[C@H]3C(=O)N(CC)C(=O)[C@@H]23)cc1	-14
O=C(NC12CC3CC(CC(C3)C1)C2)c1cccnc1Cl	-39
COc1ccc(CCNC(=O)CNS(=O)(=O)c2ccc(Br)cc2)cc1	-17
O=C1CCC(=O)N1c1ccccc1	11
O=C(Nc1nccs1)c1cccc2ccccc12	1
O=C(O)c1ccc(S(=O)(=O)Nc2ccc3c(c2)OCCO3)cc1	-7
CN(CC(=O)N1CCCCCC1)S(=O)(=O)c1ccc(Br)cc1	13
Cn1ccnc1COc1ccc(/C=N/O)cc1	-41
CCOc1ccc(CNn2cnnc2)cc1	-5
Cc1cccc(-n2c(C)c(-c3ccccc3)[nH]c2=S)c1	19
CCN1C(=O)[C@H]2[C@@H](c3ccc(-c4ccc(OC)cc4)cc3)N3CCC[C@@]3(C(=O)OC)[C@H]2C1=O	-15
CCOc1ccc(/C=N/Nc2nc(C)cs2)c(O)c1	-25
C=CC(COCc1ccccc1)N([C@@H](Cc1ccccc1)C(=O)OC)S(=O)(=O)c1ccccc1Br (stereo partly specified)	2
Cc1ccc(C)c(N/C=C(\C#N)c2nc3ccccc3o2)c1	-7
CC(=O)Nc1ccc(S(=O)(=O)N(C#N)c2nc(C)cc(C)n2)cc1	21
O=S(=O)(NCc1ccccc1)c1ccc(NC(=S)NCc2ccco2)cc1	-15
CN(C(=O)/C=C/c1ccccc1)C1CCCCC1	-16
COC(=O)c1ccc(OCCCCN(C)Cc2ccccc2)cc1	14
CCC(C)(O)C(=O)N[C@H]1CCCN1C(=O)/C=C/c1ccccc1 (stereo partly specified)	2
Cc1cc(Sc2ccc([N+](=O)[O-])cn2)ccc1Br	-17
CCOC(=O)C1CCCN(CCC(=O)Nc2ccc(Br)c(C)c2)C1 (stereo unspecified)	2
CN1CCC(OC(=O)c2ccc(Br)cc2)CC1	14
Cc1cc(=O)oc2cc3oc(=O)cc(C)c3cc12	7
CCN(CC)CCNc1nc2c(c(=O)[nH]c(=O)n2C)n1CCCc1ccccc1	9
O=C(N/N=C/c1ccccc1Cl)c1ccncc1	-7
Cc1ccc(Cn2c(CCNc3nc(-c4ccc(Cl)c([N+](=O)[O-])c4)cs3)nc3cc(Cl)c(Cl)cc32)cc1	4
COc1cc(C2NC(=O)NC(C)=C2C(=O)OC2CCCC(C)C2)cc(Br)c1O (stereo unspecified)	5
Cc1ccccc1CN1CCCOCCS1(=O)=O	-2
